From PubChem
VCAM1 TNFa inh: reduces TNF alpha induced VCAM1 expression in HUVEC; HUVEC TNFa-induced VCAM-1 immunofluorescence, high-content imaging; inhibition, % at 2 µM; 0.48% of 95,000 active; AID 802;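 active = inhibition above the batch mean plus 3 SD, with images confirmed as a hit by eye, cut at about 37% in these data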;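 note: 0% = TNF-stimulated DMSO wells and 100% = unstimulated control wells; not every result past the cut was called active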
CYP2C19 act: increases human CYP2C19 enzyme activity; P33261; recombinant CYP2C19, luciferin-H EGE luminescence; hits give high values; 0 = fully inhibited enzyme, 1 = untreated enzyme; activation factor at 5 µM; 96,000 tested, under 10 active;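 active = activation factor of at least 2 at 5 µM in the primary screen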;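 note: 0 = wells with 2.5 mM tranylcypromine and 1 = vehicle-only wells; values of inactives mirror those of a sister screen read the other way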
CYP2C19 inhib: blocks human cytochrome P450 2C19. 21% of 96,000 active. CYP2C19 Supersomes, luciferin-H EGE luminescence, 30 min. inhibition, % at 5 µM. P33261;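 active = CYP2C19 inhibition above a set limit at 5 µM in the primary screen, cut at about 50% in these data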;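 note: plate controls were negative control wells for no effect and 2.5 mM tranylcypromine positive control for full effect; values of inactives mirror those of a sister screen read the other way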
CYP2C9 act: CYP2C9 (human) activation | AID 1024 | P11712 | 1.4% of 96,000 active | recombinant CYP2C9, luciferin-H conversion, luminescence; hits give high values; factor 1 = untreated enzyme, 0 = blocked | activation factor at 5 µM;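 active = activation factor of 2 or more for CYP2C9 at a 5 µM dose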;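 note: 0 = sulfaphenazole-blocked wells and 1 = vehicle-only wells; values of inactives mirror those of a sister screen read the other way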
Target sequence (P11712 whole entry, looked up): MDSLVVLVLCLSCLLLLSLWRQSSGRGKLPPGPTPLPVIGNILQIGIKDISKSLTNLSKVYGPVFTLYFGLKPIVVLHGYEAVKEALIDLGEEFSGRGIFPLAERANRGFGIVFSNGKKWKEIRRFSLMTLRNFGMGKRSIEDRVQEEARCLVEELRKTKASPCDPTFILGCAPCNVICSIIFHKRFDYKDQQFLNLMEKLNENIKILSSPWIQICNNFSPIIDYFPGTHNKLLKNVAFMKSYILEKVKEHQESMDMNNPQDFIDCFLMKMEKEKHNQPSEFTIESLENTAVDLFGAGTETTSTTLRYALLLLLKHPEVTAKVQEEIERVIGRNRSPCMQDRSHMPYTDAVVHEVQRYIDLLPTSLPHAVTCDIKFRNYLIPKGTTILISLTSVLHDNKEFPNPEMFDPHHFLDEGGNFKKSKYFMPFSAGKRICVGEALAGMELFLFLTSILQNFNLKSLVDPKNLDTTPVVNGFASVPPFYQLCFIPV
Calb biofilm kill: kills Candida albicans biofilms. C. albicans biofilm + clotrimazole, Alamar Blue. inhibition, % at 6 µM. 0.14% of 85,000 active. AID 834;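 active = inhibition above 20%; inactive = inhibition below 20%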;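 note: preformed 24 hr biofilms exposed to compound for 48 hr; 0% = biofilm without compound and 100% = blank killed by clotrimazole plus chlorhexidine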
CYP2C9 inh: inhibitors of human CYP2C9; AID 777; CYP2C9 Supersomes, luciferin-H conversion, luminescence; inhibition, % at 5 µM; P11712; 20% of 96,000 active;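 active = blocking of liver enzyme CYP2C9 beyond about 50% at 5 µM, limit read from the data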; note: values of inactives mirror those of a sister screen read the other way
HUVEC tox IL1B: toxic to HUVEC cells under IL-1B stimulation; HUVEC cell count loss, Hoechst imaging, IL-1B stimulated; cell count reduction, % at 2 µM; 0.41% of 94,000 active; AID 845;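 active = cell count reduction more than 3 SD above the screen-wide mean, cut at about 70% in these data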;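 note: normalized per plate to untreated control cells as the no-loss baseline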
hDAT+cocaine: changed human dopamine transporter uptake under cocaine IC80 | Q01959 | LLC-PK1 hDAT cells, [14C]-dopamine uptake with cocaine IC80; actives deviate in either direction | B-score at 10 µM | 1.3% of 110,000 active;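 active = Z score or B-score, a plate-position-corrected score, falls beyond the plate's 99.7% confidence bounds, in either direction; inactive = both scores lie inside the 99.7% bounds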;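 note: scored against the spread of the other compound wells on the same plate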
Target sequence (Q01959 whole entry, looked up): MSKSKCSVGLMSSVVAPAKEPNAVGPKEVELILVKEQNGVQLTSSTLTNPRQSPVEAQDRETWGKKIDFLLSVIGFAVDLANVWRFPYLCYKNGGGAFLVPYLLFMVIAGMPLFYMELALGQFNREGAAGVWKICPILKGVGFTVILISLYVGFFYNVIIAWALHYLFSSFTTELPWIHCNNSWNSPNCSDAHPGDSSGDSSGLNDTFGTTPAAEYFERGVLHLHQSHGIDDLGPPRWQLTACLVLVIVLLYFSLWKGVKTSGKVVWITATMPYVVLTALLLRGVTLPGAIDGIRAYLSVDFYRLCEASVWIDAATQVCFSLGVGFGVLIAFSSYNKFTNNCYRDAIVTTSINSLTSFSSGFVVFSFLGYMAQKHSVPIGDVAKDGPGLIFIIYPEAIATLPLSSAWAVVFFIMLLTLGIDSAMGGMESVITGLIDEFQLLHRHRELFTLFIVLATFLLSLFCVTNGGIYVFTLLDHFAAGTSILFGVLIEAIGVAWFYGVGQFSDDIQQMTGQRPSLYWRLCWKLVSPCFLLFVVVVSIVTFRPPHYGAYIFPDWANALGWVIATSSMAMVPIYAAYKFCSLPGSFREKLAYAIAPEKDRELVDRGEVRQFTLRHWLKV
HUVEC tox TNFa: toxic to HUVEC cells under TNF alpha stimulation. cell count reduction, % at 2 µM. HUVEC TNFalpha-stimulated, Hoechst cell count, imaging. 0.17% of 93,000 active. AID 848;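 active = cell count reduction exceeding the screen mean by over 5 SD, scaled to untreated wells per plate, cut at about 78% in these data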;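 note: cells counted after 24 h of TNF alpha exposure following the 1 h pretreatment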
* hit, by the source's call; x = not tested or not shown.

canonical_smiles,HUVEC tox TNFa,CYP2C9 inh,CYP2C19 act,Calb biofilm kill,CYP2C19 inhib,HUVEC tox IL1B,CYP2C9 act,VCAM1 TNFa inh,hDAT+cocaine
CC(C)N1CC(C(=O)Nc2ccc(Br)c(Cl)c2)CC1=O (stereo unspecified),-27.7,17.7,0.7,6.4,26.5,-5.9,0.8,4.5,0.0225
Cc1ccccc1C1CC(c2ccccc2OC(F)F)Nc2ncnn21 (stereo unspecified),x,59.7*,0.2,2.7,75.1*,x,0.4,x,1.44
O=C(Cn1cnc2ccccc2c1=O)Nc1ccc(-c2nnc3n2CCCCC3)cc1,-12.6,5.9,0.9,7.7,6.1,-33.3,0.9,7.8,-0.178
CCOC(=O)c1nn(-c2cc(C(=O)OC)cc(C(=O)OC)c2)cc1O,-23.3,-23.8,0.7,-0.5,34.2,-19.6,1.2,-2.8,1.28
NC(=O)CSc1nnc(C2CC2)n1Cc1ccccc1,1.7,4.1,1,0.6,-4.7,1.4,1,11.0,0.403
Cc1ccc(CNC(=O)CN(C2CCCCC2)S(C)(=O)=O)cc1,-33.3,x,x,0.2,x,19.3,x,6.4,-1.95
c1cncc(-c2nnc3sc(-c4ccco4)nn23)c1,-8.2,1.0,0.6,-5.8,38.9,-2.4,1,-1.7,-0.379
N#Cc1c[nH]n2c(=O)c3c(nc12)CCCC3,2.4,7.4,1,x,3.2,-38.7,0.9,2.2,x
CC(C)C(=O)NC(C)C(c1cccs1)N1CCOCC1 (stereo unspecified),0.4,18.6,1,10.5,3.6,-12.4,0.8,15.9,-0.983
CCc1c(C(=O)Nc2ncn(Cc3cccc(C)c3)n2)csc1C,-18.2,x,x,10.5,x,-5.1,x,1.7,1.18
CCOC(=O)CSC1=Nc2ccccc2C2=NC(CC(=O)NCc3cccs3)C(=O)N12 (stereo unspecified),-4.2,64.9*,0.9,5.2,8.0,-17.2,0.4,16.0,-7.32
CC(NC(=O)c1cccs1)C(c1cccs1)N1CCN(c2ccccc2)CC1 (stereo unspecified),-29.8,x,x,-0.8,x,-27.8,x,-21.1,-0.733
COc1ccc(-n2c(Cc3cccn3C)nnc2SCC(=O)N2CCCc3ccccc32)cc1,-20.0,1.6,0.6,x,36.4,-37.3,1,11.4,0.243
COCCN1CN(S(=O)(=O)c2ccc(Cl)cc2)c2nc3ccccc3nc21,4.7,51.1*,0.1,4.0,94.0*,-3.1,0.5,25.4,0.268
CC(=O)Nc1ccc(S(=O)(=O)NCC2CCC(C(=O)NCCC3=CCCCC3)CC2)cc1 (stereo unspecified),-8.2,47.9,1,5.7,4.7,-5.1,0.5,6.4,0.125

Of the compounds above, these contain two or more sulfur atoms:
canonical_smiles,HUVEC tox TNFa,CYP2C9 inh,CYP2C19 act,Calb biofilm kill,CYP2C19 inhib,HUVEC tox IL1B,CYP2C9 act,VCAM1 TNFa inh,hDAT+cocaine
CCOC(=O)CSC1=Nc2ccccc2C2=NC(CC(=O)NCc3cccs3)C(=O)N12 (stereo unspecified),-4.2,64.9*,0.9,5.2,8.0,-17.2,0.4,16.0,-7.32
CC(NC(=O)c1cccs1)C(c1cccs1)N1CCN(c2ccccc2)CC1 (stereo unspecified),-29.8,x,x,-0.8,x,-27.8,x,-21.1,-0.733

More records
canonical_smiles,HUVEC tox TNFa,CYP2C9 inh,CYP2C19 act,Calb biofilm kill,CYP2C19 inhib,HUVEC tox IL1B,CYP2C9 act,VCAM1 TNFa inh,hDAT+cocaine
CCCC(=O)Nc1c(-c2ccc(OC)cc2)c(=O)c2ccccc2n1C,-15.2,28.4,1,2.8,-2.7,7.0,0.7,12.7,0.307
COc1ccc(C(=O)NCC23C=CC(O2)C2C(=O)N(Cc4ccccc4)C(=O)C23)cc1 (stereo unspecified),-0.8,34.2,0.4,8.0,62.1*,-10.0,0.7,9.7,-1.65
CSc1nc(N(C)NC(=O)c2ccccc2)c2ccccc2n1,28.7,65.0*,0.1,x,88.0*,5.8,0.3,12.0,-0.798
CCOc1ccc(-n2cc(C(=O)NC(C)C)c3cc(OC)c(OC)cc3c2=O)cc1,27.5,21.0,1,-6.5,3.5,-1.0,0.8,-8.1,0.415
Cn1nc(-c2ccccc2)c(-c2nc(-c3ccc(Cl)cc3)no2)c1Cl,5.1,0.9,1.2,5.7,-16.4,-7.8,1,-0.5,-0.649
O=C(Nc1ccc(S(=O)(=O)N2CCN(c3ccccc3)CC2)cc1)c1cccs1,-10.6,2.5,1,1.3,0.7,16.7,1,9.7,-0.0799
CCOc1ccc(C(=O)OCC(=O)Nc2nc(OC)cc(OC)n2)cc1OCC,2.7,-4.2,0.9,10.1,6.7,4.8,1,2.5,0.268
Cc1cccc(Oc2ccccc2N)c1,-7.8,-22.1,0.7,x,34.1,15.3,1.2,16.9,0.106
Oc1[nH]c2ccccc2c1N=Nc1nc2ccccc2s1,-8.5,4.1,0.9,x,6.6,-10.8,1,-4.9,x
CC1=NN(c2cccc(Cl)c2)C(=O)C12CC(C)=C(C)CS2 (stereo unspecified),-22.9,74.8*,0.1,3.8,90.0*,-13.5,0.3,-8.0,x
CCCCc1c(O)nc2sc3cc(OC)ccc3n2c1=O,-1.0,49.0,1,x,-2.2,5.9,0.5,24.9,-0.437
CCOC(=O)c1sc(NC(=O)c2ccncc2)nc1C,3.6,x,x,3.4,x,27.7,x,19.6,0.297
Cc1ccc(NC(=O)C(Cc2ccccc2)NC(=O)c2ccco2)cc1 (stereo unspecified),-18.7,23.6,0.8,10.1,21.1,-51.8,0.8,9.3,0.189
Cc1ccc(C(=O)NCCCn2ccnc2)cn1,-42.6,9.7,0.6,0.3,35.4,-13.8,0.9,-5.3,-0.464
CCN(c1ccc(NC(=O)COC(=O)CCC(=O)c2ccc(F)cc2)cc1)C(C)C,-8.6,23.2,0.4,x,62.7*,22.1,0.8,-9.1,0.177
CCSc1nnc(-c2ccccc2N)c(=O)[nH]1,-8.5,10.2,0.9,8.7,6.0,-2.3,0.9,14.4,-2.14
COC(=O)c1cc(=O)n(CCc2ccc(OC)c(OC)c2)c(=Nc2ccc(F)c(Cl)c2)s1,-22.0,76.1*,0.4,8.4,57.4*,8.4,0.2,2.9,-0.567
CCOc1ccc(-c2cc(C)n3nc(C(N)=O)cc3n2)cc1,-0.8,7.7,0.9,1.9,6.5,-9.3,0.9,-0.2,0.443
COc1cc(-n2c(C)nc3cc(C(=O)NCc4ccco4)ccc32)cc(OC)c1OC,-20.9,8.4,0.6,6.1,42.8,-12.9,0.9,-14.1,0.48
Cc1ccc(NC(=O)c2ccc(-n3cccn3)c([N+](=O)[O-])c2)cc1C,-10.3,43.1,0.8,x,16.9,5.4,0.6,9.9,0.101
Cc1ccc(CCNC(=O)C2CCN(C(=O)N(C)C)CC2)cc1,11.4,10.6,0.9,-0.9,5.1,35.0,0.9,14.9,0.462
O=C1CC(c2ccc(F)cc2)CC(O)=C1C1NCCc2ccccc21 (stereo unspecified),28.4,2.0,1.1,x,-7.3,-4.7,1,-7.0,0.726
Cc1cc(C(C)(C)C)oc1C(=O)N(CC(=O)NC1CCCC1)Cc1ccccc1Cl,-15.7,54.2*,0.7,x,34.8,10.1,0.5,15.7,-0.0591
CN(C)c1ccc(/C=C/C=C2/SC(=S)N(c3ccccc3)C2=O)cc1,-21.4,27.3,0.5,x,47.3,-20.0,0.7,13.8,0.21
c1ccc(COn2nnc3ccccc32)c(COn2nnc3ccccc32)c1,5.3,93.4*,0,-2.2,99.1*,24.8,0.1,-3.0,-0.734
Cc1ccc(-n2ncc3c(=O)n(CC(=O)NC4CCCCC4)cnc32)cc1,-7.3,3.7,1.1,9.5,-9.5,18.5,1,1.8,-0.555
CCOC(=O)C1=C(c2ccccc2)NC(SCC(=O)Nc2ccccc2C)=C(C#N)C1c1ccco1 (stereo unspecified),4.8,75.1*,0.4,6.5,57.0*,23.3,0.2,-4.5,-0.542
Cc1noc(C)c1COC(=O)c1cc2c(C)nn(-c3ccc(F)cc3)c2s1,x,13.4,1.1,5.5,-10.7,x,0.9,x,-0.046
CCOc1ncccc1C(=O)NCC1COc2ccccc2O1 (stereo unspecified),-29.2,88.4*,0.1,-0.8,87.7*,-11.3,0.1,-21.2,-0.594
COC(=O)C1=C(C)N(c2cccc(Cl)c2)C(=O)C1,7.8,23.2,0.4,8.8,64.5*,16.9,0.8,-16.0,-0.802
Cn1c(SCc2cccc3ccccc23)nnc1-c1ccco1,-14.3,-40.0,0.2,-5.4,83.2*,15.7,1.4,-29.3,2.73*
c1ccc2c(c1)CC1(CCCCC1)n1nnnc1-2,-40.0,x,x,4.5,x,1.3,x,5.8,-0.293
COC(=O)c1cc2n3ccccc3c(C)c(-c3ccccc3)c-2c1C(=O)OC,0.4,81.3*,0.5,x,54.0*,16.3,0.2,-4.3,-0.045
CCCn1c(SCC(=O)NC)nnc1C(C)C,-39.7,-20.4,1,7.0,-1.5,-13.1,1.2,5.1,-0.445
CCCCCn1c(N)c(-c2nc3ccccc3s2)c2c([N+](=O)[O-])nn(C)c(=O)c21,-7.9,69.9*,0.9,-6.0,9.2,-5.6,0.3,-5.8,0.186
COC(=O)CCP(=O)(O)Cc1ccccc1CP(=O)(O)CCC(=O)OC,-27.2,2.4,1,-3.4,-0.9,-28.7,1,-5.3,0.111
N#Cc1ccccc1Cn1c(=O)n(Cc2ccc(C(=O)NCc3ccco3)cc2)c(=O)c2sccc21,x,36.1,1.1,x,-8.0,x,0.6,x,0.37
O=C(O)CC1C(=O)OCN1C(=O)OCc1ccccc1 (stereo unspecified),-20.8,2.5,1,9.7,-0.8,-35.5,1,5.6,-0.734
C/C(=C\C(=O)c1ccc(C)o1)Nc1ccc2c(c1)OCO2,-0.3,27.1,0.8,7.8,23.8,-32.7,0.7,6.2,0.386
COc1ccc(CC(=O)Nc2ccc(-c3cn4ccc(C)cc4n3)cc2)cc1,1.6,41.4,0.3,x,66.9*,-15.0,0.6,-8.1,-0.141
COc1cccc(CNc2nn[nH]n2)c1OC,x,-11.1,0.9,7.2,12.7,-49.7,1.1,x,-0.543
CCN(CC(=O)NC)S(=O)(=O)c1ccc(C)cc1,-29.0,-30.4,0.8,7.8,21.4,-29.8,1.3,8.4,0.39
CCCOc1ccc([C@@H]2C3CN(C(=O)OCC)CC=C3C(C#N)=C(N)C2(C#N)C#N)cc1OC (stereo partly specified),-45.8,20.6,0.8,-1.1,19.2,0.0,0.8,24.7,1.86
COc1ccc(OCCCC(=O)NC(C)c2ccccc2)cc1 (stereo unspecified),-14.4,-36.0,0.4,2.7,56.9*,3.8,1.4,1.9,-0.566
COc1ccc(/C=N/NC(=O)c2[nH]ncc2Br)c(OC)c1,-4.8,-104.6,0.6,x,36.3,-16.6,2*,5.7,0.131
C=CCn1c(SCC(=O)NCC(=O)OCC)nnc1-c1cccc(OC)c1,-2.5,-6.7,1,2.7,0.6,8.6,1.1,21.5,-0.672
Cc1ccccc1NC(=O)CC(O)(C(F)(F)F)C(F)(F)F,9.7,27.0,0.5,1.9,47.4,12.4,0.7,-3.1,-1.33
CN(C)c1nc(N)nc(CSc2ncc(Cl)cc2Cl)n1,-6.4,0.3,0.4,4.6,64.3*,0.8,1,7.3,0.2
Nc1nc(CSCCO)nc(Nc2ccccc2)n1,17.1,12.8,0.9,6.4,14.8,-4.5,0.9,-1.5,0.262
Cc1ccccc1N=C/C=C1/C=C(c2ccccc2)OC(C)(C)O1,-15.6,x,x,3.9,x,12.7,x,11.7,1.33
